# IDE exosite FP: displaces the probe from the exo-site of human IDE; P14735; purified IDE, FL-6b probe fluorescence polarization; hits give low values; z-score at 20 µM; 6.3% of 17,000 active; AID 1259349;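 active = z-score of -3 or lower, meaning strong loss of probe binding signal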;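 note: His-tagged human IDE residues 42-1019 made in E. coli with 30 nM FL-6b probe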
# Target sequence (P14735 42-1019 limits assumed): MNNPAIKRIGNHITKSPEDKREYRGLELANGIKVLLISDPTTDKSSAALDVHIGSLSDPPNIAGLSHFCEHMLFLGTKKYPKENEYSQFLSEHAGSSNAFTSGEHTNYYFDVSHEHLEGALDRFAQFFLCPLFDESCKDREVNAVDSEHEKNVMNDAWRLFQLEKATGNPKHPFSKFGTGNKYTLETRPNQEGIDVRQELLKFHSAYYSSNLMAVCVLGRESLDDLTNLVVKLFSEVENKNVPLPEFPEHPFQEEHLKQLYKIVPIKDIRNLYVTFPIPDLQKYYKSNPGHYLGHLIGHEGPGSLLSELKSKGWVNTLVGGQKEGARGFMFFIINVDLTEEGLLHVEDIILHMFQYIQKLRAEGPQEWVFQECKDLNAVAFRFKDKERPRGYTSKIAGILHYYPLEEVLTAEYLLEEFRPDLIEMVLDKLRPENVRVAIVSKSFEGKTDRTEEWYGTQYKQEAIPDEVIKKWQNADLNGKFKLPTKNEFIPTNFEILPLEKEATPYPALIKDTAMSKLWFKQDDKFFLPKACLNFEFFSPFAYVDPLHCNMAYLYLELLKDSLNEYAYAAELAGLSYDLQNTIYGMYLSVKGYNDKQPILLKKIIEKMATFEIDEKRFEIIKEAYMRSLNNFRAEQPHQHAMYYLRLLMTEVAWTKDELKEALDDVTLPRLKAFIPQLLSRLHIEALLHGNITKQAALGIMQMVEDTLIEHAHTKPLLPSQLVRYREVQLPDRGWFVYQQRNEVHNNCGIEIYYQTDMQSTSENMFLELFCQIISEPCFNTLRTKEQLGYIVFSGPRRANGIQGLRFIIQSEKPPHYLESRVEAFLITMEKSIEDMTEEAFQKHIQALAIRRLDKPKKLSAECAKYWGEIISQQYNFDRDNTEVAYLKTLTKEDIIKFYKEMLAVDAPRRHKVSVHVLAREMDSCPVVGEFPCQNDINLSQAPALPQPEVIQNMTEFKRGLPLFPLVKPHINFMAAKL
# An asterisk follows results filed as active; ! = not active in a repeat. Not all compounds are listed; rates above refer to the full screens.
SMILES,IDE exosite FP
CC(=O)N(C)C[C@H]1[C@@H](c2ccc(-c3ccc(C#N)cc3)cc2)[C@@H](CO)N1C(C)=O,1.3
Cc1noc(C)c1NC(=O)N1C[C@H](O)COC[C@H]2O[C@H](CC(=O)NCC3CC3)CC[C@@H]21,1.4
CC(C)CC#Cc1ccc([C@H]2[C@H](CO)N3CCCCN(S(=O)(=O)Cc4ccccc4)C[C@@H]23)cc1,4.9
CCN(C[C@H]1N[C@H](CO)[C@@H]1c1ccc(-c2cccc(F)c2)cc1)C(=O)COC,-0.19
CC(C)(C)[S@](=O)N1Cc2cc(C(=O)NC3CCC3)nc(-c3cccc(-c4ccccc4F)c3)c2[C@@H]1CCO,0.89
N#C[C@@H]1[C@H](c2ccccc2-c2ccccc2F)[C@@H](CO)N1C(=O)C1CCC1,-0.62
Cc1cccc(-c2ccc([C@@H]3[C@@H](CO)N4CCCCN(C(=O)NC(C)C)C[C@@H]34)cc2)c1,-5.5*
CCS(=O)(=O)NCC[C@H]1CC[C@@H](NS(=O)(=O)c2ccccc2C)[C@@H](CO)O1,-0.13
CCc1csc(N2[C@@H](C#N)[C@H](c3ccc(-c4ccc(F)cc4)cc3)[C@@H]2CO)n1,4.8
O=C(Nc1cccc(F)c1)N1C[C@@H]2N[C@H](C1)C2c1ccc(-c2ccc(F)cc2)cc1 (some centres undefined),2.9
COc1ccc(NC(=O)N2CC(=O)N3[C@H](C2)[C@H](c2ccc(C#CCC4CCCC4)cc2)[C@@H]3CO)cc1,0.96
COc1ccc(C#Cc2ccc([C@@H]3[C@H](CO)N4CCCCN(S(=O)(=O)c5ccccc5)C[C@@H]34)cc2)cc1,1.2
COC(=O)C[C@@H]1CC[C@H]2[C@H](COc3ccc(NS(=O)(=O)c4ccc(C)cc4)cc3C(=O)N2C)O1,-0.95
OC[C@H]1[C@H](c2ccc(C#Cc3ccccc3F)cc2)[C@@H]2CN(Cc3cncnc3)CCCCN12,-2.3
COCC(=O)N1[C@H](CO)[C@H](c2ccccc2C2=CCCC2)[C@@H]1C#N,0.81

# The list goes on; the last three above are carried over.
SMILES,IDE exosite FP
COC(=O)C[C@@H]1CC[C@H]2[C@H](COc3ccc(NS(=O)(=O)c4ccc(C)cc4)cc3C(=O)N2C)O1,-0.95
OC[C@H]1[C@H](c2ccc(C#Cc3ccccc3F)cc2)[C@@H]2CN(Cc3cncnc3)CCCCN12,-2.3
COCC(=O)N1[C@H](CO)[C@H](c2ccccc2C2=CCCC2)[C@@H]1C#N,0.81
CC(=O)N1[C@@H](CO)[C@@H](c2ccc(C3=CCCC3)cc2)C12CN(C(=O)NC(C)C)C2,1.2
COc1cccc(-c2ccc([C@@H]3[C@@H](CO)N4CCCCN(CC5CC5)C[C@H]34)cc2)c1,-1.8
Cc1ccc(-c2ccc([C@@H]3[C@H](CO)N4C(=O)CN(C(=O)NC(C)C)C[C@@H]34)cc2)cc1,-1.4
Cc1noc(C)c1NC(=O)N(C)C[C@@H]1Oc2cc(C#CCN(C)C)ccc2S(=O)(=O)N([C@H](C)CO)C[C@H]1C,-1.3
Cc1ccccc1-c1ccc([C@H]2[C@H](CO)N3C(=O)CN(C(=O)c4ccncc4)C[C@@H]23)cc1,-7.4*
COCC(=O)Nc1ccc2c(c1)[C@@H]1C[C@H](CC(=O)NCc3ccc4c(c3)OCO4)O[C@@H](CO)[C@@H]1O2,2
COc1ccccc1-c1cnc2c(c1)C(=O)N([C@H](C)CO)C[C@H](C)[C@H](CN(C)C(=O)CC1CC1)O2,-1.9
Cc1ccc(CN2CC(=O)N3[C@@H](CO)[C@H](c4ccc(-c5cccnc5)cc4)[C@@H]3C2)cc1,-3.1*
O=C(C1CCOCC1)N1CC(=O)N2[C@H](C1)[C@@H](c1ccc(-c3ccccc3F)cc1)[C@@H]2CO,-9*
CO[C@@H]1CN(C)C(=O)c2cc(NC(=O)C3CCOCC3)ccc2OC[C@@H](C)NC[C@@H]1C,0.24
Cc1cccc(S(=O)(=O)N[C@@H]2CC[C@H](CCNC(=O)Nc3cc(F)ccc3F)O[C@H]2CO)c1,2.6
N#C[C@H]1[C@H](c2ccc(-c3cccc(F)c3)cc2)[C@@H](CO)N1c1nc(-c2ccccc2)cs1,0.24
CCS(=O)(=O)Nc1ccc2c(c1)C(=O)N(C)[C@@H]1CC[C@@H](CC(=O)N[C@@H]3CCN(Cc4ccccc4)C3)O[C@@H]1CO2,-0.3
CC(=O)N(C)C[C@@H]1[C@@H](c2ccc(-c3ccccc3F)cc2)[C@H](CO)N1C(C)=O,-1.9
COc1ccc(NC(=O)N2CC(=O)N3[C@H](C2)[C@H](c2ccc(Br)cc2)[C@@H]3CO)cc1,0.35
CCCNC(=O)N[C@H]1C=C[C@@H](CC(=O)N2CCN(C)CC2)O[C@H]1CO,2
COc1cccc(C#Cc2ccc([C@@H]3[C@@H](C#N)N(C(=O)C4CCCCC4)[C@H]3CO)cc2)c1,2.4
CCC(=O)N1CCCCN2[C@H](CO)[C@H](c3ccc(C#CCOC)cc3)[C@H]2C1,3
C[C@H](CO)N1C[C@H](C)[C@@H](CN(C)C)OCc2ccccc2-c2c(n(C)c3ccccc23)C1=O,0.26
C[C@@H]1CCCCO[C@H](CN(C)Cc2ccc(C(F)(F)F)cc2)[C@H](C)CN([C@@H](C)CO)C(=O)c2cc(NC(=O)Nc3cccc4ccccc34)ccc2O1,0.58
CC(=O)N1CCCCN2[C@H](CO)[C@H](c3ccc(-c4ccccc4)cc3)[C@H]2C1,-1.5
COCC(=O)N(C[C@H]1[C@H](c2ccccc2)[C@H](CO)N1C(=O)NC(C)C)C(C)C,0.61
Cc1ccc(S(=O)(=O)N2C[C@@H](O)COC[C@@H]3O[C@H](CC(=O)NCc4ccc5c(c4)OCO5)CC[C@H]32)cc1,-0.42
O=C(Nc1ccccc1F)N1CC(=O)N2[C@H](CO)[C@H](c3ccc(C#CC4CC4)cc3)[C@@H]2C1,-1.6
O=C(C1CCCC1)N1CC(=O)N2[C@H](CO)[C@H](c3ccc(-c4ccccc4F)cc3)[C@@H]2C1,-3.6*
CO[C@H]1CN(C)C(=O)c2cc(NC(=O)c3ccccc3F)ccc2OC[C@H](C)N(CC2CCOCC2)C[C@H]1C,0.99
C[C@H](CO)N1C[C@H](C)[C@@H](CN(C)S(=O)(=O)c2ccc(Cl)cc2)OCCCC[C@H](C)Oc2ccc(NC(=O)Nc3ccc(C(F)(F)F)cc3)cc2C1=O,0.93
CC(=O)N1CCCCN2[C@H](C1)[C@H](c1ccc(-c3cccc(C(=O)N(C)C)c3)cc1)[C@@H]2CO,1.9
CS(=O)(=O)N1CCCCN2[C@@H](CO)[C@H](c3ccc(-c4cccc(C#N)c4)cc3)[C@@H]2C1,3.5
COc1ccc(C#Cc2ccc([C@@H]3[C@@H](CO)N4C(=O)CN(C(=O)Nc5ccccc5F)C[C@H]34)cc2)cc1,2.2
C[C@H](CO)N1C[C@H](C)[C@@H](CN(C)Cc2ccc3c(c2)OCO3)Oc2c(NC(=O)c3ccncc3)cccc2C1=O,0.11
CC[C@@H]1C/C=C\C[C@@H](c2ccc(OC)cc2OC)NC(=O)[C@@H](C)CC(=O)N1,-1.3
O=C(Nc1ccccc1)N1CC(=O)N2[C@H](CO)[C@H](c3ccc(C#CC4CC4)cc3)[C@@H]2C1,-0.49
O=S(=O)(c1cccc(F)c1)N1CC[C@@H]2[C@H]1c1cc(Br)ccc1N[C@@H]2CO,0.88
CC(C)NC(=O)NCC[C@H]1CC[C@H](NS(=O)(=O)c2ccc(Oc3ccccc3)cc2)[C@@H](CO)O1,1.9
CN(C)CC(=O)N1C[C@@H]2N[C@H](C1)C2c1ccc(/C=C/c2ccccc2)cc1 (some centres undefined),-5.6*!
O=C(C[C@@H]1CC[C@H]2[C@@H](COC[C@@H](O)CN2C(=O)c2ccncc2)O1)NCc1cc(F)cc(F)c1,1.8
COCC(=O)N1[C@H](CO)[C@@H](c2ccc(C#Cc3ccccc3F)cc2)[C@@H]1C#N,-3.2*
CCCNC(=O)N1[C@H](CO)[C@H](c2ccccc2)[C@H]1CNC(=O)c1ccccc1,2.5
COc1ccc([C@H]2CC=CC[C@H](C)Oc3ccccc3C(=O)N(C)[C@H](C(C)C)C(=O)N2)c(OC)c1 (mixture of isomers),0.51
O=C(NC1CCC1)[C@@H]1[C@@H](CO)[C@@H]2Cn3c(ccc(-c4ccncc4)c3=O)[C@H]1N2Cc1cocn1,0.37
C/C=C/c1ccc([C@H]2[C@H]3CN(C(=O)Nc4ccc(F)cc4)CCCCN3[C@H]2CO)cc1,1.8
COc1ccc(S(=O)(=O)Nc2ccc3c(c2)[C@@H]2C[C@@H](CC(=O)N(C)C)O[C@@H](CO)[C@@H]2O3)cc1,0.84
COc1cccc(CNC(=O)[C@H]2[C@H](CO)[C@H]3Cn4c(cccc4=O)[C@@H]2N3C(=O)C2CCCC2)c1,-0.81
N#C[C@H]1[C@@H](c2ccc(C3=CCCCC3)cc2)[C@@H](CO)N1C(=O)Nc1ccccc1F,0.64
C/C=C/c1ccc([C@H]2[C@@H](CO)N(C(=O)c3ccccc3)C23CN(C(C)=O)C3)cc1,-1.6
COCC#Cc1ccc([C@@H]2[C@@H](CO)N3CCCCN(S(=O)(=O)c4ccc(OC)cc4)C[C@H]23)cc1,1.2
O=C(c1ccc(F)cc1)N1CC(=O)N2[C@H](CO)[C@H](c3ccc(-c4ccccc4F)cc3)[C@H]2C1,3
O=C(C[C@@H]1C[C@@H]2c3cc(NC(=O)Nc4ccccc4F)ccc3O[C@@H]2[C@H](CO)O1)NCc1ccccn1,-0.75
COc1ccc2c3c(n(C)c2c1)[C@@H](CO)N(C)CC31CCN(S(=O)(=O)c2cccc(F)c2)CC1,1.5
O=S(=O)(c1ccccc1F)N1CCCCN2[C@H](C1)[C@@H](c1ccc(-c3cccnc3)cc1)[C@@H]2CO,2.6
O=C(Cc1cccnc1)N1CC(=O)N2[C@H](C1)[C@@H](c1ccc(C#CC3CCCCC3)cc1)[C@@H]2CO,0.59
C/C=C/c1ccc([C@@H]2[C@@H](CO)N(CCC(F)(F)F)C23CN(C(=O)CC2CC2)C3)cc1,0.2
CO[C@H](C(=O)N(C)C[C@@H]1OCc2ccccc2-c2ccccc2C(=O)N([C@H](C)CO)C[C@H]1C)c1ccccc1,0.23
CN1C(=O)c2cc(NC(=O)c3ccc(F)c(F)c3)ccc2OC[C@H]2O[C@@H](CC(=O)N3CCCCC3)CC[C@@H]21,-0.89
CC(C)NC(=O)N1[C@H](C#N)[C@@H](c2ccc(C#CC3CCCC3)cc2)[C@@H]1CO,1.1
C/C=C/c1ccc([C@@H]2[C@H](CO)N(C(=O)CC)[C@H]2CNC(=O)c2ccncc2)cc1,0.61
CO[C@H]1CC[C@H]2CCOc3ccc(C#N)cc3C(=O)N(C)CC3(CCCCC3)CC(=O)N(C)C[C@H]1O2,-0.39
CC(=O)N1[C@H](CO)[C@@H](c2ccccc2)[C@@H]1CN(CC(C)C)C(=O)c1ccccn1,-0.06
CO[C@H](CN(C)C(=O)C1CCOCC1)[C@H](C)CN([C@H](C)CO)S(=O)(=O)c1ccccc1,0.57

# The list continues:
SMILES,IDE exosite FP
COc1ccc(C(=O)N2C[C@H]3[C@@H](c4ccccc42)[C@H](CO)N3Cc2ccccc2Cl)cc1,3.1
O=C(C[C@@H]1C=C[C@@H](NC(=O)c2ccncc2)[C@H](CO)O1)NCC1CC1,0.28
COC(=O)c1ccc(CN2CC(=O)N3[C@H](CO)[C@H](c4ccc(-c5cccnc5)cc4)[C@H]3C2)cc1,-1.1
COC(=O)C[C@H]1CC[C@@H](N)[C@@H](CO)O1,-0.27
COc1ccc(S(=O)(=O)Nc2ccc3c(c2)C(=O)N([C@@H](C)CO)C[C@@H](C)[C@@H](CN(C)Cc2ccc(C(F)(F)F)cc2)OCCCC[C@@H](C)O3)cc1,3.3
O=C(Nc1cc(F)ccc1F)N1CC(=O)N2[C@H](CO)[C@@H](c3ccc(/C=C/c4ccccc4)cc3)[C@@H]2C1,0.83
OC[C@H]1[C@H](c2ccc(C#CC3(O)CCCC3)cc2)[C@H]2CN(Cc3ccncc3)CCCCN21,2
C[C@@H]1CN([C@@H](C)CO)C(=O)c2cc(NC(=O)Nc3ccc4c(c3)OCO4)ccc2O[C@@H](C)CCCCO[C@H]1CN(C)S(=O)(=O)c1ccccc1,0.11
O=C(C[C@H]1CC[C@@H](NC(=O)Nc2ccc(C(F)(F)F)cc2)[C@H](CO)O1)NCc1cccc(F)c1,1.8
C[C@@H](NC(=O)C[C@H]1CC[C@H]2[C@@H](COc3ccc(NC(=O)C4CCOCC4)cc3C(=O)N2C)O1)c1ccccc1,-1.1
CCCN1C[C@H](C)[C@H](OC)CN(C)C(=O)c2cc(NC(=O)C3CCC3)ccc2OC[C@H]1C,0.019
C[C@@H](O)C#Cc1ccc([C@H]2[C@H](CO)N3CCCCN(CC4CC4)C[C@@H]23)cc1,1.8
N#Cc1ccc(-c2cccc(-c3nc(C(=O)O)cc4c3[C@H](CCO)N(CC3CCOCC3)C4)c2)cc1,-0.86

# Rewritten as tab-separated lines: four of the compounds above.
structure	IDE exosite FP
COC(=O)C[C@H]1CC[C@@H](N)[C@@H](CO)O1	-0.27
COc1ccc(S(=O)(=O)Nc2ccc3c(c2)C(=O)N([C@@H](C)CO)C[C@@H](C)[C@@H](CN(C)Cc2ccc(C(F)(F)F)cc2)OCCCC[C@@H](C)O3)cc1	3.3
O=C(Nc1cc(F)ccc1F)N1CC(=O)N2[C@H](CO)[C@@H](c3ccc(/C=C/c4ccccc4)cc3)[C@@H]2C1	0.83
OC[C@H]1[C@H](c2ccc(C#CC3(O)CCCC3)cc2)[C@H]2CN(Cc3ccncc3)CCCCN21	2

# Screening data: PubChem, Broad Institute
